Source: PubChem BioAssay (The Scripps Research Institute Molecular Screening Center)
GAA850 FXN act: frataxin GAA850 promoter activation. HEK293 lucGAA850 FXN promoter luciferase reporter, 24 h; percent of 10 µM SAHA response. activation, % at 6 µM. actives 0.56% (n = 360,000);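 active = activation above the average of all compounds screened plus 3 SD, cutoff fixed separately per campaign, cut at about 7.5% in these data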;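 note: 0% = DMSO wells and 100% = 10 µM SAHA wells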
PLC-gamma1 inh: blocks human PLC-gamma1 enzyme activity | inhibition, % at 12.2 µM | actives 0.84% (n = 370,000) | purified PLC-gamma1, fluorogenic substrate, fluorescence; in the data active = inhibition above about 9.5%
Target sequence (P19174 whole entry, looked up): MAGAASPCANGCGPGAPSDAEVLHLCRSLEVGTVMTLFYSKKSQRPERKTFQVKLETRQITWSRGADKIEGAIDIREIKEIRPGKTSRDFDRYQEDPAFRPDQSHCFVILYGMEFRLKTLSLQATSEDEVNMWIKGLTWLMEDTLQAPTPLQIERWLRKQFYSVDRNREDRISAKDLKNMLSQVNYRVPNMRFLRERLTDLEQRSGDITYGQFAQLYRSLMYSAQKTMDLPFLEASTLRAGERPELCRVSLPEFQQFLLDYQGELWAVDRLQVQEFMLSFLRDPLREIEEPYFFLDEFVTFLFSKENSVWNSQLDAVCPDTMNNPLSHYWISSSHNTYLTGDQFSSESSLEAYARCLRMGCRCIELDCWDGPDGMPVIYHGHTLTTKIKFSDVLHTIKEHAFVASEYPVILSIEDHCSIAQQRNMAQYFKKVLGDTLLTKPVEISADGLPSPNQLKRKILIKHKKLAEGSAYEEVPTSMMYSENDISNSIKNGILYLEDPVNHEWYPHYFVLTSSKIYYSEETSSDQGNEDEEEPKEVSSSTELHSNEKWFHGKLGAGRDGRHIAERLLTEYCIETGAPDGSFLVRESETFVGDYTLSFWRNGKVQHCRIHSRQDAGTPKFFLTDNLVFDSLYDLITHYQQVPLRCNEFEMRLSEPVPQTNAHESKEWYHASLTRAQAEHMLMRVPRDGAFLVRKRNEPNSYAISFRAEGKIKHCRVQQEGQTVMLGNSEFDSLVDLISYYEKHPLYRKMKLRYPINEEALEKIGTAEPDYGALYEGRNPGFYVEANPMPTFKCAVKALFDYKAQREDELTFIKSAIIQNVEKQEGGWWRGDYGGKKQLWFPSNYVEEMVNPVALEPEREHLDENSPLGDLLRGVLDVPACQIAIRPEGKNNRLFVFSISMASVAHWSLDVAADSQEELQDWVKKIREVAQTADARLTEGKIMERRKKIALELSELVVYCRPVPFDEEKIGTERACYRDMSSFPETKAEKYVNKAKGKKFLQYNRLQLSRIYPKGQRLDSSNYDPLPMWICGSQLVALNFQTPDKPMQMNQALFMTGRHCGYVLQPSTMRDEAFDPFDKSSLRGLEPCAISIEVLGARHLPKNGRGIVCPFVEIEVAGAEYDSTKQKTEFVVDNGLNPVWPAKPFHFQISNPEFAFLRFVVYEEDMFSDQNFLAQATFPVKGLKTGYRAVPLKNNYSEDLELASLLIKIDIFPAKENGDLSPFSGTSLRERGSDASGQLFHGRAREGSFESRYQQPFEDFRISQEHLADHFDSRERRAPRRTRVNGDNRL
ssDAF12 agonist: activates DAF-12 receptor from parasite S. stercoralis | HEK293 ssDAF-12/GRIP1 lit1-tk-luc reporter, luminescence; % of 3 µM dafachronic acid response | activation, % at 6.8 µM | actives 1% (n = 370,000);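 active = activation above the mean over all tested compounds plus 3 SD, cut at about 0.9% in these data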;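 note: 0% = DMSO-only wells and 100% = 3 µM delta7-dafachronic acid wells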
PLCb3 inh: PLC-beta3 (human) inhibition, primary screen. AID 720704. inhibition, % at 12.2 µM. Q01970. actives 0.18% (n = 370,000). Purified PLC-beta3, fluorogenic substrate, fluorescence; in the data active = inhibition above about 11%;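 note: 0% = median of compound wells on plate and 100% = full blocker control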
DAX1 inh-1: inhibitors of human orphan nuclear receptor DAX1 (NR0B1); HEK293 Gal4-DAX1 luciferase reporter, luminescence; inhibition, % at 6.75 µM; actives 0.99% (n = 340,000); AID 504766;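 active = inhibition above the mean over all tested compounds plus 3 SD, cut at about 4.2% in these data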;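 note: 0% = DAX1-transfected cells with DMSO and 100% = empty-vector control cells with DMSO; inhibition shows as a rise in luminescence from relieved DAX1 repression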
hcDAF12 agonist: activates DAF-12 receptor from parasite H. contortus. actives 1.4% (n = 370,000). HEK293 hcDAF-12 lit1-tk-luc reporter, luminescence; 0% DMSO, 100% Δ7-dafachronic acid. activation, % at 6.8 µM;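 active = activation above the mean of all tested compounds plus 3 SD, cut at about 5.5% in these data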;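 note: 100% = response to 3 µM Δ7-dafachronic acid high control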
hgDAF-12 ag: activates the H. glycines DAF-12 receptor ligand-binding domain | actives 1.8% (n = 370,000) | HEK293 GAL4-hgDAF12 UAS-luciferase reporter, agonist luminescence; normalized to butyrate control | activation, % at 6.8 µM | AID 687014;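 active = activation above a cutoff set at the mean of all screened compounds plus 3 SD, cut at about 10% in these data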;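 note: 0% = DMSO wells and 100% = sodium butyrate wells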
ADAM17 inh: inhibits human ADAM17. recombinant ADAM17, EDANS/DABCYL FRET peptide cleavage. inhibition, % at 6.95 µM. actives 0.83% (n = 370,000);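 active = inhibition above the mean of compounds lying between control limits plus 3 SD, set per campaign, cut at about 8.5% in these data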;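 note: 0% = DMSO-only wells as the low control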
sPLA2-III inh: Inhibits HGIII-sPLA2 liposome hydrolysis, primary screen | Q9NZ20 | actives 0.56% (n = 370,000) | QFRET BODIPY PC-A2 liposome hydrolysis, fluorescence | inhibition, % at 12.2 µM;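 active = inhibition above mean plus 3 SD of compounds lying within the high and low control bounds, cut at about 19% in these data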;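 note: 0% = median of test compound wells and 100% = no enzyme DMSO wells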
ADAM10 inh: inhibitors of human ADAM10; inhibition, % at 7 µM; O14672; actives 0.62% (n = 370,000); recombinant ADAM10, EDANS/DABCYL FRET peptide cleavage, 3 h;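 active = inhibition above a per-campaign cutoff equal to the mean of compounds falling between control-based bounds plus 3 SD, cut at about 20% in these data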;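 note: 0% = DMSO wells while the 100% control is not disclosed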
DAX1 inh-2: inhibitors of DAX1 repression of SF-1 activated StAR promoter; HEK293T StAR-luciferase reporter, SF-1/DAX-1 repression relief; inhibition, % at 6.8 µM; actives 1.1% (n = 370,000); AID 652010;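 active = inhibition above the mean over all tested compounds plus 3 SD, cut at about 3.6% in these data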;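 note: 0% = DAX-1 cells with DMSO and 100% = cells lacking DAX-1 with DMSO; higher inhibition means more luminescence from relief of DAX-1 repression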
Active calls of the source: *; · = no result given.

Every second line gives: GAA850 FXN act, PLC-gamma1 inh, ssDAF12 agonist, PLCb3 inh, DAX1 inh-1, hcDAF12 agonist, hgDAF-12 ag, ADAM17 inh, sPLA2-III inh, ADAM10 inh, DAX1 inh-2
O=C(CCNS(=O)(=O)c1ccccc1)NNC(=O)COc1ccccc1F
  0.5, 1.3, -0.3, -1.3, -1.1, 0.2, 0.2, -1.3, 3.2, -1.6, 0.3
COc1ccccc1NC(=O)Cc1nnc(SCC(=O)NC2CCCC2)n1C
  1.3, 0.0, -0.3, -7.9, -1.7, 0.3, -1.6, 2.0, 9.2, -4.1, -0.1
COC(=O)[C@@]12CCCN1[C@H](c1ccc(-c3ccc4c(c3)OCO4)cc1)[C@H]1C(=O)N(C)C(=O)[C@H]12
  -2.6, -4.1, -1.5, -4.7, 0.7, 0.3, 2.1, -5.3, -3.6, -4.6, -0.4
Cc1ccc(-n2c(=O)cc(N3CCCCCC3)[nH]c2=O)cc1
  -1.9, -1.6, -1.0, 4.7, 0.6, -0.1, 3.2, 0.0, 8.6, -0.6, 0.6
Cc1cccc(NC(=O)CSc2nc3ccccc3c(=O)n2C)c1C
  -2.4, -0.3, -0.9, -1.4, -2.1, -3.3, 3.8, -2.8, -2.3, -2.0, -2.4
COc1ccc(OC2CCN(S(=O)(=O)c3ccc(C(C)=O)cc3)CC2)cc1
  -1.8, 0.2, -1.3, -0.9, -1.6, -3.2, -1.8, 8.0, -12.9, 5.4, -0.7
CCOc1ccc(N2C(=O)/C(=C/c3cccs3)N(C)C2=S)cc1
  1.3, -3.1, -1.3, 4.2, 0.4, 0.5, 2.0, -4.9, 6.1, -10.1, -0.3
O=C1NC[C@H](Cc2ccccc2)N(CC2CCN(CCC3CCCC3)CC2)C1=O
  -0.4, -0.1, -0.8, 1.4, 0.0, 0.7, -2.0, -6.7, 5.0, -14.3, 1.3
Cc1cccc(-c2noc(CNC(=O)c3ccc4c(c3)OCO4)n2)c1
  -0.9, -1.1, 0.2, -12.2, -0.3, -1.4, -0.7, 1.6, -0.6, 22.7*, -0.1
COc1ccccc1/C=N/NC(=O)CN(C1=NS(=O)(=O)c2ccccc21)c1ccccc1
  2.2, 0.0, -1.0, -2.8, -1.4, -0.4, -1.1, 2.7, -13.1, 2.5, 0.2
CCCNC(=O)N(C)C[C@@H]1Oc2cc(Br)ccc2S(=O)(=O)N([C@@H](C)CO)C[C@H]1C
  1.9, 2.6, -1.5, -0.1, -0.4, -0.4, 0.7, -3.3, 6.0, -10.4, -0.4
CCOC(=O)C1CCCN(C(=S)NC(=O)c2cc(Br)ccc2Cl)C1 (stereo not given)
  2.3, -3.5, -0.7, -7.6, -0.8, 1.8, -2.6, -5.9, 17.9, -4.4, -1.8
CC(C)OP(C)(=O)CN1CCN(CP(C)(=O)OC(C)C)CC1 (stereo not given)
  1.4, 4.8, -1.0, -3.5, -0.1, 0.9, 1.4, -9.3, 13.0, -9.4, 0.4
O=[N+]([O-])c1ccc(N/N=C/c2cccs2)nc1
  2.7, -40.7, -0.7, -65.5, 6.0*, 3.0, 11.1*, 1.3, -1.9, -3.3, 0.5
Cc1csc2c(NC3CCN(Cc4ccccc4)CC3)ncnc12
  -1.8, 1.0, -2.2, -9.1, -2.1, -2.1, -5.4, 0.7, -11.1, 0.7, -0.3

Remaining list, next part:
Every second line gives: GAA850 FXN act, PLC-gamma1 inh, ssDAF12 agonist, PLCb3 inh, DAX1 inh-1, hcDAF12 agonist, hgDAF-12 ag, ADAM17 inh, sPLA2-III inh, ADAM10 inh, DAX1 inh-2
CCOc1ccc(C2C(C(=O)/C=C/c3ccco3)=C(O)C(=O)N2CCN2CCOCC2)cc1OC (stereo not given)
  0.7, -22.6, -1.6, -37.8, 0.2, 2.6, -0.7, -6.8, -10.7, -19.8, -0.5
O=S(=O)(c1cc(Cl)ccc1Cl)N1CCC2(CC1)OCCO2
  -0.8, 3.9, -1.3, -3.0, 0.8, -1.2, -2.1, -0.2, -3.5, 4.4, -0.4
COc1ccc(N2C(=NC(=O)C3CCCCC3)SC3CS(=O)(=O)CC32)cc1OC (stereo not given)
  -0.1, 0.4, -1.0, -4.9, 1.3, -1.2, 1.9, -2.3, 2.8, -0.4, -0.4
CCOc1cc(OCC)cc(C(=O)N2CCC[C@H]2C(=O)N2CCC[C@H]2C(=O)NCc2ccncc2)c1
  ·, 2.4, -0.9, 4.3, ·, -2.6, -0.8, 1.2, 6.3, -0.1, -1.6
c1ccc(CNCc2ccc3c(c2)OCO3)nc1
  0.2, 4.1, -0.7, 2.2, 2.8, -1.9, 1.5, -0.7, 11.0, -2.7, -0.4
CC12CCC(=O)N1C(C(=O)NNC(=O)COc1ccc(Br)cc1)CS2 (stereo not given)
  -1.4, 3.4, -1.2, 0.8, -0.4, -0.4, -0.3, -2.2, -8.0, 4.6, 0.0
O=C(COC(=O)/C=C/c1cccc(Br)c1)NC1CC1
  0.6, -0.9, -0.5, 0.9, 0.1, 1.2, 2.7, 0.2, 4.9, -1.1, -0.6
COC(=O)c1ccc(N2CCN(CC(=O)c3ccc(C)cc3)CC2)c([N+](=O)[O-])c1
  2.0, -20.2, -0.2, -39.4, 1.1, 6.0*, 3.6, -10.9, -9.7, -21.5, -0.2
Cc1cc(C)c(NC(=O)CC(=O)c2ccccc2)c(Cl)c1
  0.7, 1.9, -0.9, -2.6, -1.8, 0.4, 1.2, -0.1, -16.2, 8.0, 0.1
CC(O)Cn1ccccc1=N (stereo not given)
  1.9, -1.0, -1.1, -1.5, 2.4, -0.2, 1.6, -5.2, 1.0, -14.2, 0.2
CCOC(=O)c1cccc(N2C(N)=NC(N)=NC2(C)C)c1
  0.0, 3.3, -0.7, 1.9, 0.2, 0.1, 0.8, -3.9, 14.9, -4.1, -0.6
COc1cc(NC(=O)CCCNC(=O)c2ccc(Cl)cc2)cc(OC)c1OC
  0.3, 4.9, -0.9, -3.1, -0.7, -2.0, -1.2, -6.1, 13.7, 1.9, -0.2
CC12CCC(O)CC1=CCC1C2CCC2(C)c3[nH]ncc3CC12 (stereo not given)
  0.7, 0.5, -0.4, -3.2, -0.2, -1.2, -2.0, -3.2, -9.5, -9.5, -0.1
Cc1cc(NC(=O)CCC(=O)N(c2ccccc2C)C(C(=O)NC2CCCC2)c2ccccc2)no1 (stereo not given)
  1.4, -1.3, -0.2, -7.0, 0.3, 1.3, 0.0, 1.7, 9.4, -3.8, 1.0
Cc1c(Cl)cccc1NC(=S)NC(=O)c1cncc(Br)c1
  -1.6, 2.7, -1.0, -4.9, -1.1, -1.3, 1.1, 0.9, -2.2, 1.2, -0.1

Next section
Every second line gives: GAA850 FXN act, PLC-gamma1 inh, ssDAF12 agonist, PLCb3 inh, DAX1 inh-1, hcDAF12 agonist, hgDAF-12 ag, ADAM17 inh, sPLA2-III inh, ADAM10 inh, DAX1 inh-2
O=C(Nc1cccc(-c2ccc(N3CCCCC3)nn2)c1)C(F)(F)F
  -6.2, -7.1, -0.1, -17.9, -2.4, 1.9, 5.2, -1.5, -1.4, 1.0, 1.0
O=C1NC(=S)N/C1=C/c1cccc([N+](=O)[O-])c1
  1.8, 0.4, -1.0, -2.0, -0.4, 0.3, -1.2, -4.9, 2.9, -1.8, -0.2
O=C1CC(N2CCN(c3cccc(C(F)(F)F)c3)CC2)C(=O)N1c1ccccc1F (stereo not given)
  0.1, 1.6, -1.7, 4.1, -0.1, -1.5, -0.2, 2.5, -4.3, 5.3, -0.1
Oc1ccc(Cl)c(CN2CCN(c3ncc(Cc4ccccc4)cn3)CC2)c1
  ·, 5.0, 0.5, 3.3, ·, -0.9, -1.5, 14.4*, -24.5, 24.8*, -1.1
COc1ccccc1C(=O)COC(=O)COc1ccc(C#N)cc1
  0.2, -2.6, -1.2, -1.9, -1.1, 2.0, -1.3, -5.0, -3.6, -12.1, 0.4
COCCn1c(C)cc(C(=O)COC(=O)CNC(=O)c2ccco2)c1C
  2.5, -2.6, -1.1, -3.0, 0.8, 0.0, -2.1, 0.0, 7.5, -5.1, 0.2
CC(C)CN1C(=O)C[C@]2(C(=O)N(C)c3ccc(NS(=O)(=O)c4ccc(F)cc4)cc32)C1c1ccccc1 (stereo not given in full)
  ·, -1.4, -1.0, -0.9, ·, 0.6, 2.2, -1.0, -11.5, 0.6, -1.3
CCOC(=O)N1CCN(Cc2nc3cc(NC(=O)C(C)C)ccc3n2CC)CC1
  0.9, -3.2, -1.6, -5.7, -1.9, -1.8, 2.6, -3.3, -0.9, -10.1, 0.0
Cn1c(NC(=O)C[n+]2cc(-c3ccc(Cl)cc3)n3c2CCC3)cc(=O)n(C)c1=O
  -1.8, -2.0, -0.8, -1.3, -0.2, 0.7, -0.7, -2.5, -3.2, 0.4, -0.3
COc1ccc(CCN(C)Cc2ccc(OCc3ccccc3)c(OC)c2)cc1OC
  3.2, 1.1, -1.1, 4.9, 0.1, -1.6, -0.2, -1.6, -5.3, 1.4, -0.4
S=C(Nc1ccc2nccnc2c1)N1CCOCC1
  1.9, -151.9, -0.2, -184.6, 0.2, 1.3, 9.1, -20.9, 1.1, -52.9, 0.3
Cn1nc(C(F)(F)F)c(-c2cccc(C(F)(F)F)c2)c1NC(=O)Nc1ccc(F)cc1
  -3.5, 4.1, -1.5, 1.3, ·, -0.5, -1.7, 6.8, 3.2, 9.0, -0.3
COc1ccc(/C=C/C(=O)NC(=S)Nc2ccc(S(=O)(=O)N=C(N)N)cc2)cc1OC
  1.4, -9.9, -1.2, -17.8, -0.6, -1.1, -0.5, -0.2, -3.3, 2.4, -0.1
O=[N+]([O-])c1ccc(Cl)c(S(=O)(=O)Nc2cccc(S(=O)(=O)NC3=NCCC3)c2)c1
  -0.3, -1.6, 0.0, -3.8, -0.1, 1.3, -4.3, 1.0, -6.9, 4.8, -2.0
COc1ccc(S(=O)(=O)N2CCOCC2)cc1NC(=O)CSc1nnnn1C1CC1
  1.1, 2.5, -1.6, -4.2, -0.9, -0.6, -0.6, -0.7, 9.1, -15.6, -0.7
C=CCOc1c(Br)cc(/C=N/NC(=O)Cc2ccc(C(F)(F)F)cc2[N+](=O)[O-])cc1OC
  0.3, 0.8, -2.0, 7.9, 1.3, -0.9, -0.9, -0.1, -3.2, 3.4, -0.5
